Compound activity (PubChem BioAssay)
Nrf2 inh = Nrf2 qHTS screen for inhibitors | A549 ARE-Fluc reporter, luciferase luminescence, 18-24 h | Potency, µM (series often up to 46 µM), inactives show at the highest dose activity change, negative = inhibition, actives largely listed as inhibitors | 2.1% of 360,000 active | AID 504444, 2011; further: potency means the concentration at half of the fitted maximal effect; on the % scale 0 is the no-effect control and ±100 the full control effect; nearly all actives have a fitted effect of over 60% in size
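Two sequential reads on A549 ARE_Fluc cells exposed to compound for 18-24 h: a CellTiter-Fluor fluorescence read for viability, then a luciferase luminescence read for Nrf2/ARE activity.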
Nrf2 activator = qHTS of Nrf2 Activators. AREc32 ARE-luciferase reporter (MCF7-derived line), luminescence, 24 h. Potency, µM (highest dose often 46.1 µM), for the others: at the highest dose activation, hits mostly activators. 0.31% of 410,000 active; further: potency means the concentration at half of the fitted maximal effect; % of control where 0% means no effect; nearly all actives have a fitted effect of over 65% in size
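AREc32_Fluc, 1000 cells/well, OPTI-MEM + 5% FBS, o/n 37 deg C 5% CO2; 23 nL cpd by pin tool, 24 hr; Steady-Glo 30 min RT, luminescence.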
Mm-Cpn inhibitor = Inhibitors of TCP-1 ring complex (TRiC) of Methanococcus maripaludis (MmCpn): qHTS. 0.031% of 330,000 active. AID 504842, 2011. purified Mm-Cpn ATPase, ADP Transcreener TR-FRET. Potency, µM (doses to about 76.9 µM), for the others: top-dose activity, negative = inhibition, actives largely listed as inhibitors. Chaperonin Mm-Cpn (Methanococcus maripaludis); further: potency means the concentration at half of the fitted maximal effect; on the % scale 0 is the no-effect control and ±100 the full control effect; nearly all actives have a fitted effect of over 80% in size
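Quantitative HTS used 25 nM Mm-CPN and 10 uM ATP in magnesium/KCl Tris buffer, pH 7.4, with 1 mM DTT. Hydrolysis ran 30 min at 37°C; ADP was read by HTRF.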
A549 tox = Nrf2 qHTS screen for inhibitors: counterscreen for cytotoxicity. A549 ARE-Fluc cells, CellTiter-Fluor viability, 18-24 h. Potency, µM (titrated, usually from 46 µM), for inactives: top-dose activity change, negative = cytotoxicity, hits mostly inhibitors. 0.16% of 390,000 active. AID 504648, 2011; further: potency means the concentration at half of the fitted maximal effect; on the % scale 0 is the no-effect control and ±100 the full control effect
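Cytotoxicity counterscreen: CellTiter-Fluor fluorescence was measured in A549 ARE_Fluc cells after 18-24 h of compound exposure in a concentration series. The subsequent BugLite luminescent read reports ARE-luciferase activity.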
Akt phos inh = HTS Assay for Inhibitors of Akt Phophorylation: Primary Screen; Neuro2A IGF-stimulated pAkt S473 HTRF, 20 min; stronger effect = lower value; activity change, % for hits at 50 µM; 0.32% of 360,000 active; in the data active means activity change below about -80%; inconclusive means mostly about -51% to -80%; further: on the % scale 0 is the no-effect control and ±100 the full control effect
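Neuro2A cells in DMEM with 0.5% FBS, overnight at 37 deg C, given compound at single 50 µM final, then IGF (6 nM final) for 20 min at 37 deg C. Lysed; phospho-Akt Ser473 by HTRF after 24 h, 665/615 ratio.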
TGFb SMAD3 inh = qHTS for Inhibitors of TGF-b. HepG2 CAGA-GFP TGF-b/SMAD3 reporter, GFP fluorescence, 18 h; TGF-beta stimulated, 500 pg/mL final. Potency, µM (series often up to 46.1 µM), inactives show at the highest dose activity, negative = inhibition, hits mostly inhibitors. 1.2% of 410,000 active. AID 588855, 2011; further: potency means the concentration at half of the fitted maximal effect; on the % scale 0 is the no-effect control and ±100 the full control effect; nearly all actives have a fitted effect of over 65% in size
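HEPG2 CAGA-GFP cells (1000/well, DMEM with 1% FBS) were pre-incubated 2 h at 37 degrees C, given compound by pin tool, then stimulated with TGF-beta at 500 pg/mL final for 18 h before per-cell GFP fluorescence imaging.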
EPAC2 antag = qHTS for Antagonist of cAMP-regulated guanine nucleotide exchange factor 2 (EPAC2): primary screen; AID 720708, 2013; EPAC2 GEF exchange of Rap1B-BODIPY-GDP, fluorescence; Potency, µM (doses to about 114 µM), without a hit: at the highest dose activity, negative = inhibition, usual class: inhibitors; 0.18% of 360,000 active; Rap guanine nucleotide exchange factor 4 (Homo sapiens), Q8WZA2; further: potency means the concentration at half of the fitted maximal effect; on the % scale 0 is the no-effect control and ±100 the full control effect; nearly all actives have a fitted effect of over 45% in size; many of its hits are not listed in these tables
Target sequence (Q8WZA2 whole entry, looked up): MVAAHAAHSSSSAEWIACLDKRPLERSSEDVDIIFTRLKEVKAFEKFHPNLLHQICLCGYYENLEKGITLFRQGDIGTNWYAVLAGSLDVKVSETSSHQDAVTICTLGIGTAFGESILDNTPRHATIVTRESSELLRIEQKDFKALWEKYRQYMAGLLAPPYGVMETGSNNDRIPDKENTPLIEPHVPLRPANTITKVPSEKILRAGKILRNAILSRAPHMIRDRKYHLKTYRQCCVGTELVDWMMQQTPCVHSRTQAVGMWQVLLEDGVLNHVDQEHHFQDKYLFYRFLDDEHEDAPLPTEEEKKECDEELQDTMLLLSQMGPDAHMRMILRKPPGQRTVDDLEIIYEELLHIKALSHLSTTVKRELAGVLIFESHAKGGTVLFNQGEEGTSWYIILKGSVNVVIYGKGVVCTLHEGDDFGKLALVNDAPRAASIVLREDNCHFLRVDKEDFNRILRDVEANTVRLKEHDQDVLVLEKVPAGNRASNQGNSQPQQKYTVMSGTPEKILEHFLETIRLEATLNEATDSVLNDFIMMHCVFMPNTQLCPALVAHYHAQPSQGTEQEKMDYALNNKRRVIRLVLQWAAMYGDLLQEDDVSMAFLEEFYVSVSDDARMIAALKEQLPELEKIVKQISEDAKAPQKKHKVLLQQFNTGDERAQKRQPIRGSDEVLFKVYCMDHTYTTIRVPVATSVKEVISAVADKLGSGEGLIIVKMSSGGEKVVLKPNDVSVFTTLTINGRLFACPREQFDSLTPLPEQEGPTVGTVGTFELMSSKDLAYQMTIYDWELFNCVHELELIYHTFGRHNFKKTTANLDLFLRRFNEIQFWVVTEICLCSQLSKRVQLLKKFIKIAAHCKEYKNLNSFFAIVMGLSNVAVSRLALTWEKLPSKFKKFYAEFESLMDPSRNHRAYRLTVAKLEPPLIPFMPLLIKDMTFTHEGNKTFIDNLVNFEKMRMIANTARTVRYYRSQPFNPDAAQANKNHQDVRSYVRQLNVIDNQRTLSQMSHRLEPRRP
EPAC2 ag = qHTS for Agonist of cAMP-regulated guanine nucleotide exchange factor 4 (EPAC2): primary screen | Potency, µM (series often up to 154 µM), inactives show at the highest dose activation, hits mostly activators | Rap guanine nucleotide exchange factor 4 (Homo sapiens), Q8WZA2 | AID 720711, 2013 | 0.079% of 360,000 active | EPAC2 activation, biochemical qHTS; response scale: 100% = 6.5 mM cAMP response; further: potency means the concentration at half of the fitted maximal effect; nearly all actives have a fitted effect of over 50% in size
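Exchange assay: 100 nM EPAC2 with 250 nM Rap1B-BODIPY-GDP and 50 uM GDP. Fluorescence (ex 480/em 540 nm) read every 5 min for 30 min at room temperature. Data normalized to 6.5 mM cAMP as agonist control.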
CCT modulator = High-Throughput Screening for Modulators of Cytosolic Chaperonin Activity; purified chaperonin ATPase assay, HTRF ADP detection, 30 min; 0.3% of 360,000 active; activity change, % (concentration not given with the values), hits read low; in the data active means activity change below about -30%; further: on the % scale 0 is the no-effect control and ±100 the full control effect
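First, chaperonin was dispensed at 40 nM or 20 nM final depending on batch activity. Next, compounds were pinned at 76 uM and ATP added at 10 uM. After 30 min at 37 °C, ADP detection reagents ran 30 min at ambient temperature.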
* marks the source's active call; other numbers are inactive results; i = inactive; ? = inconclusive; nt = not tested or not shown; [ ] = dose if it differs, or a comment. Unless noted, the call rests on the fitted dose curve; in most records, active means well fitted curve in the direction sought with a large enough effect; inconclusive means small, poorly fitted or top-dose-only effect, or another doubt; inactive means no such curve, though single readings can be large; an effect the other way counts as inactive or inconclusive. Some of the compounds tested; rates above refer to the full screens.

No.	SMILES	TGFb SMAD3 inh	Nrf2 inh	EPAC2 antag	EPAC2 ag	Mm-Cpn inhibitor
1	Cc1c(OCC(=O)N2C[C@H]3C[C@@H](C2)c2cccc(=O)n2C3)ccc2c3c(c(=O)oc12)CCC3	2.9%	7.4%	8.4%	-2.6%	-1.8%
2	CN1C(=O)CC(C(=O)Nc2ccc(C(=O)O)cc2)SC1=Nc1ccc(Cl)cc1 (stereo not given)	-4.8%	-8.4%	nt	nt	nt
3	Cc1c(N=C2N=C(NC(=O)c3ccc(F)cc3)c3ccccc32)c(=O)n(-c2ccccc2)n1C	10.6%	1.0%	15.8%	6.7%	-5.3%
4	Cc1[nH]c2ccccc2c1CN1CCN(c2ccccn2)CC1	0.0%	0.7%	16.7%	9.2%	-0.6%
5	CCN(C(=O)COC(=O)c1ccc(=O)n(Cc2ccccc2)n1)C1CCCCC1	-22.9%	5.9%	-4.5%	-16.4%	1.1%
6	COc1ccc2cc(CN(CCCN3CCOCC3)Cc3nnnn3C3CCCC3)c(=O)[nH]c2c1	20.6%	21.6%	0.8%	4.1%	-0.6%
7	CCN(C(=O)COC(=O)c1cccnc1)c1cccc2ccccc12	9.0%	-1.7%	-13.2%	-2.4%	-0.9%
8	CCN(CC)C(=O)C1CCN(S(=O)(=O)c2ccc(C3CNC(=O)C3)cc2)CC1 (stereo not given)	-3.3%	-10.1%	10.2%	11.6%	1.1%
9	CSCCC(NC(=O)c1ccccc1)C(=O)N1CCN(C(=O)c2ccccc2)CC1 (stereo not given)	1.9%	-6.2%	0.4%	-1.3%	1.2%
10	Cc1ccc(CNC(=O)c2coc(=O)c3ccccc23)o1	-2.7%	3.0%	-4.3%	4.6%	1.9%

No.	Akt phos inh	CCT modulator	A549 tox	Nrf2 activator
1	i	-0.5	?	8.5%
2	nt	nt	-4.5%	0.1%
3	i	2.6	-8.5%	0.6%
4	i	1.0	1.0%	?
5	i	-0.2	-5.9%	-0.4%
6	i	-1.6	19.3%	-0.4%
7	i	-50.5*	6.3%	0.8%
8	i	-0.2	-14.0%	-0.1%
9	i	-0.1	-3.0%	-0.6%
10	i	2.4	-4.5%	23.4%

(cont.)
No.	SMILES	TGFb SMAD3 inh	Nrf2 inh	EPAC2 antag	EPAC2 ag	Mm-Cpn inhibitor
11	O=C(c1ccc(F)cc1)N1CCCC(N2CCN(Cc3ccc4c(c3)OCO4)CC2)C1 (stereo not given)	-13.2%	-36.9%	8.8%	1.6%	0.0%
12	O=C(c1ccccn1)N1N=C2/C(=C/c3ccccc3)CCCC2C1c1ccccc1 (stereo not given)	7.5%	-6.4%	-6.0%	14.1%	-16.7%
13	CC(=O)c1c(C)[nH]c(C(=O)NCc2ccccn2)c1C	1.1%	3.0%	2.5%	2.1%	-0.1%
14	Cc1cccc(S(=O)(=O)Nc2nc3ccccc3nc2NCc2ccc3c(c2)OCO3)c1	-17.1%	-18.0%	-1.6%	12.4%	0.4%
15	CC1CC(C)CN(C(=S)Nc2ccc(SC(F)F)cc2)C1 (stereo not given)	-27.2%	-25.1%	-5.2%	-3.4%	0.7%
16	Cc1nnc(SCC(=O)Nc2cccc(S(=O)(=O)N3CCCC3)c2)n1C1CC1	-6.1%	nt	11.2%	-2.7%	nt
17	COc1ccc(NC(=O)N2CCN(c3ccc([N+](=O)[O-])cc3)CC2)cc1	15.6%	-8.8%	-2.7%	3.9%	0.6%
18	Cc1cc(OCC(=O)NCCO)ccc1Cl	-5.0%	9.1%	-0.1%	2.2%	0.8%
19	Cc1ccc2c(c1)C(c1ccc(N3CCOCC3)cc1)=NNC(c1cccs1)=N2	21.9%	-43.8%	6.8%	-3.1%	-0.1%
20	CCOC(CNC(=O)c1ccc2c(c1)ncn2-c1ccc(F)c(F)c1)OCC	-3.5%	-7.5%	16.2%[57.1 µM]	11.7%	-2.2%

No.	Akt phos inh	CCT modulator	A549 tox	Nrf2 activator
11	i	0.3	2.2%	-0.2%
12	i	0.8	-7.1%	0.5%
13	i	-0.8	-0.5%	0.1%
14	i	1.6	2.6%	0.0%
15	i	0.5	-3.9%	0.1%
16	i	-3.1	nt	-0.2%
17	i	-3.7	-0.4%	0.2%
18	i	-2.2	1.7%	0.3%
19	i	-1.2	-0.3%	-0.1%
20	i	-1.4	10.0%	4.2%

Compound profiles, from the list above. Order of screens: TGFb SMAD3 inh	Nrf2 inh	EPAC2 antag	EPAC2 ag	Mm-Cpn inhibitor	Akt phos inh	CCT modulator	A549 tox	Nrf2 activator
Listed for `COc1ccc(NC(=O)N2CCN(c3ccc([N+](=O)[O-])cc3)CC2)cc1` → 15.6%	-8.8%	-2.7%	3.9%	0.6%	i	-3.7	-0.4%	0.2%
Listed for `Cc1cccc(S(=O)(=O)Nc2nc3ccccc3nc2NCc2ccc3c(c2)OCO3)c1` → -17.1%	-18.0%	-1.6%	12.4%	0.4%	i	1.6	2.6%	0.0%
Listed for `CN1C(=O)CC(C(=O)Nc2ccc(C(=O)O)cc2)SC1=Nc1ccc(Cl)cc1` (stereo not given) → -4.8%	-8.4%	nt	nt	nt	nt	nt	-4.5%	0.1%
Listed for `Cc1c(OCC(=O)N2C[C@H]3C[C@@H](C2)c2cccc(=O)n2C3)ccc2c3c(c(=O)oc12)CCC3` → 2.9%	7.4%	8.4%	-2.6%	-1.8%	i	-0.5	?	8.5%

The list continues.
No.	SMILES	TGFb SMAD3 inh	Nrf2 inh	EPAC2 antag	EPAC2 ag	Mm-Cpn inhibitor
21	O=C(CN1CCOC1=O)N1CCCC(N2CCN(c3cccc(C(F)(F)F)c3)CC2)C1 (stereo not given)	6.8%	0.3%	?	1.6%	-4.7%
22	O=C1N=c2ccccc2=C1c1sc(=S)n(NC(=O)c2cccc(O)c2)c1O	?	9.0%	3.5%	15.0%	-7.4%
23	Cn1cccc1/C=N/NC(=O)CSc1nc2ccccc2n1C	2.0%	-15.6%	7.0%	5.1%	-1.2%
24	CCCN(CCC)C(=O)Cn1c(=O)n(CCCC(=O)NCc2ccco2)c(=O)c2sccc21	7.8%	-5.3%	-4.5%	5.3%	-9.4%
25	Cc1nc(N2CCN(S(=O)(=O)c3ccc(Br)cc3)CC2)c2c(C)c(C)sc2n1	-17.2%	?	-14.4%	-1.6%	0.1%
26	COC(=O)c1ncccc1SC	-16.9%	0.4%	9.2%	1.8%	0.0%
27	CCc1cc2c(=O)c(-n3cnc4ccccc43)coc2cc1O	7.5%	25.3%	-7.5%	2.9%	-2.1%
28	COc1cc(C(C)=O)ccc1Oc1ccc(S(=O)(=O)N2CCOCC2)cn1	-32.5%	4.4%	-6.7%	7.4%	1.0%
29	O=S(=O)(c1ccc(Cl)cc1)N1CCn2c1nc1ccccc12	5.7%	10.1%	6.7%	7.8%	-0.1%
30	O=C(NCc1n[nH]c(=S)n1-c1ccc(Cl)c(Cl)c1)c1ccc(S(=O)(=O)N2CCCCC2)cc1	12.0%	-2.3%	-2.6%	2.7%	-1.1%

No.	Akt phos inh	CCT modulator	A549 tox	Nrf2 activator
21	i	0.7	7.4%	2.3%
22	i	-3.0	-3.7%	10.6%
23	i	-4.5	2.8%	-0.2%
24	i	-0.7	0.0%	-0.2%
25	i	0.3	-0.9%	-0.3%
26	i	-1.3	6.3%	-0.5%
27	i	-5.8	-1.1%	1.4%
28	i	-0.3	0.2%	1.6%
29	i	0.2	?	0.2%
30	i	0.4	-10.3%	0.3%

Next section
No.	SMILES	TGFb SMAD3 inh	Nrf2 inh	EPAC2 antag	EPAC2 ag	Mm-Cpn inhibitor
31	CCCCCCN1Cc2ccccc2C1	-21.1%	nt	-4.1%	-5.3%	-1.4%
32	COc1cccc(C(=O)N(C)Cc2c(C)nn(C3CCS(=O)(=O)C3)c2C)c1 (stereo not given)	-6.9%	-12.1%	-4.4%	7.4%	0.3%
33	CCC1Nc2ncnc(N3CCOCC3)c2N(Cc2ccc(Cl)cc2)C1=O (stereo not given)	6.8%	0.1%	6.2%	2.1%	-1.9%
34	CC1CCN(c2c([N+](=O)[O-])nn(-c3ccc4c(c3)OCCO4)[n+]2[O-])CC1	-3.3%	?	6.2%	9.0%	0.9%
35	Cc1nn(C)c2c1c(-c1ccccc1)cc(=O)n2Cc1ccccc1Cl	8.5%	-9.7%	nt	nt	nt
36	COC(=O)c1ccccc1S(=O)(=O)N1CCCC(c2nc3c(nnn3Cc3ccc(C)cc3)c(=O)[nH]2)C1 (stereo not given)	-0.1%	-10.4%	?	12.6%	2.2%
37	CCCCn1c(N)c(N(CCC(C)C)C(=O)COC(=O)Cc2ccc(Cl)cc2)c(=O)[nH]c1=O	?	-3.6%	27.8%	-22.2%	nt
38	COc1cc(C(=O)NNC(=O)C2CSC3(C)CCC(=O)N23)cc(OC)c1OC (stereo not given)	5.1%	6.3%	19.3%	-1.3%	4.7%

No.	Akt phos inh	CCT modulator	A549 tox	Nrf2 activator
31	i	-1.4	-5.8%	0.1%
32	i	-0.1	5.7%	-0.3%
33	i	-2.6	-4.7%	3.0%
34	i	-1.5	-10.7%	3.3%
35	nt	nt	23.1%	2.7%
36	i	1.3	-12.5%	-0.3%
37	i	0.1	-7.7%	3.0%
38	i	0.8	-3.1%	-0.5%
